SRC1 inh: human NCOA1 inhibition; HEK293 GAL4-SRC1 luciferase reporter, luminescence; inhibition, % at 3.6 µM; Q15788; 360,000 compounds, 0.12% hits;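 active = inhibition above the campaign mean plus 3 SD, with each screening campaign given its own cutoff, cut at about 60% in these data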;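 note: 0% = DMSO treated cells and 100% = gossypol at 36 µM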
Target sequence (Q15788 whole entry, looked up, the tested form may be a part): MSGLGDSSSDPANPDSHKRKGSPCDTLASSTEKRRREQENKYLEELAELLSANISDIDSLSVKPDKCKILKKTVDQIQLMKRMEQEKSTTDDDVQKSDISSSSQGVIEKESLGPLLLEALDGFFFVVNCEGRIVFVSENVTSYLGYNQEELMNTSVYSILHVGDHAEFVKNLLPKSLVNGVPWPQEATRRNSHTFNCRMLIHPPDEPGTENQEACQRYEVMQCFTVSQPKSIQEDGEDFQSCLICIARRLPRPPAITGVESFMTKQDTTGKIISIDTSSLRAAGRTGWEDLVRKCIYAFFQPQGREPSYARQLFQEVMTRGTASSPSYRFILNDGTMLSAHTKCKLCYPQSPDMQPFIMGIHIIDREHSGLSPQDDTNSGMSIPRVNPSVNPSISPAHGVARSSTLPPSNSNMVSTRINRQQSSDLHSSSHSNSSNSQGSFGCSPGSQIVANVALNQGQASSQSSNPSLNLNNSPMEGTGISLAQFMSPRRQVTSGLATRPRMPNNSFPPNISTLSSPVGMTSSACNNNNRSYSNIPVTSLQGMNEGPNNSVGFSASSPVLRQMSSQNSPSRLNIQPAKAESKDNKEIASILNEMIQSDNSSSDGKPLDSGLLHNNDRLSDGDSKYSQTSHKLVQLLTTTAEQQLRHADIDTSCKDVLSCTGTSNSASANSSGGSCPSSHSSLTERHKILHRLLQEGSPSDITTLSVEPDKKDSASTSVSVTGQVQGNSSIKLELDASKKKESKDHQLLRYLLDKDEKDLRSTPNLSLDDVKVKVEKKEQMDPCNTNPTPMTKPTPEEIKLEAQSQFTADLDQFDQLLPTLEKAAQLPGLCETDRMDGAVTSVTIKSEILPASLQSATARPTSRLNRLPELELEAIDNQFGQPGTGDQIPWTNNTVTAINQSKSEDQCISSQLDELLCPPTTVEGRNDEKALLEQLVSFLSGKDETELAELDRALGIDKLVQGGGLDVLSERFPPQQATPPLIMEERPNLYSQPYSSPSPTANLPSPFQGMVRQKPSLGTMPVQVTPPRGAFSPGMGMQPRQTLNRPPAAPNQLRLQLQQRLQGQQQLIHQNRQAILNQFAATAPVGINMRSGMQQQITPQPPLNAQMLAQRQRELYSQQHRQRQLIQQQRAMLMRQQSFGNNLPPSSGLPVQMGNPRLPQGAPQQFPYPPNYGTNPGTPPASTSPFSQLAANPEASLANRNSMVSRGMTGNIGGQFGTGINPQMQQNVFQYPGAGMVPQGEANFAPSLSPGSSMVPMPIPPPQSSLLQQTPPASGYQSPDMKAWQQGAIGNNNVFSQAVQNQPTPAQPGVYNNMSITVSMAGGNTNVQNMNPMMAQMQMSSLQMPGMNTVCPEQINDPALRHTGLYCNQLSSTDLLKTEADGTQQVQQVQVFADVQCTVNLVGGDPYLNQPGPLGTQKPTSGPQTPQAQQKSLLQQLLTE
SRC2 inh: inhibits human steroid receptor coactivator 2. Q15596. AID 651957. 370,000 compounds, 0.17% hits. HEK293 GAL4-SRC2 luciferase reporter, luminescence. inhibition, % at 9 µM;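 active = inhibition above the mean inhibition of all tested compounds plus 3 SD, set per campaign, cut at about 52% in these data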;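 note: 0% = DMSO treated cells and 100% = cells given Gossypol at 36 µM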
LMP1 NFkB inh: reduces LMP1-driven NF-kappaB luciferase signal | inhibition, % at 12.5 µM | LMP1-induced NF-kappaB luciferase reporter cells, luminescence | 350,000 compounds, 0.69% hits; in the data active = inhibition above about 41%;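 note: 0% = neutral control wells and 100% = reference inhibitor control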
NR5A2 inv ag: suppresses constitutive activity of human LRH-1 | inhibition, % at 3.6 µM | AID 602396 | HEK293T StAR-luciferase reporter, LRH-1 transfected, 24 h | O00482 | 360,000 compounds, 0.13% hits;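 active = inhibition above the mean inhibition of all tested compounds plus 3 SD, cut at about 73% in these data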;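 note: 0% = DMSO wells and 100% = reporter-only cells lacking LRH-1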
NR2F2 inh: blocks human COUP-TFII nuclear receptor. P24468. HEK293T NGFI-A luciferase reporter, luminescence. inhibition, % at 8.6 µM. 370,000 compounds, 0.7% hits. AID 686940;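 active = inhibition above a per-plate cutoff, mean inhibition of test wells between control levels plus 3 SD, cut at about 38% in these data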;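 note: cells cotransfected with COUP-TFII expression vector driving the NGFI-A reporter; 0% = median of COUP-TF2 test wells and 100% = reporter-only cells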
KKLEB tox: reduces viability of KKLEB cystic fibrosis airway cells; KKLEB CF airway cells viability, ATPlite luminescence, overnight; stronger effect = lower value; cells stimulated with P. aeruginosa culture filtrate; AID 602141; activity change (cytotoxicity), % at 5 µM; 360,000 compounds, 0.36% hits;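 active = corrected activity change at or below -50% at 5 µM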
TROY NFkB inh: TROY signaling inhibition | Q293 LMP1-TROYcd NF-kB luciferase reporter, 4 h | inhibition, % at 10 µM | 360,000 compounds, 0.98% hits | AID 1347056;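 active = compounds whose plate-normalised and pattern-corrected inhibition of the luciferase reporter signal at the single screening dose is 50% or more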
C8 TRAIL sens: sensitizes caspase-8 expressing cells to TRAIL. 360,000 compounds, 1% hits. NB7+C8 cells + TRAIL, ATPlite viability luminescence. AID 624354. inhibition (viability loss, TRAIL sensitization), % at 10 µM;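 active = compounds causing at least 50% loss of cell viability in the single-dose screen, relative to plate controls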
CF NFkB block: inhibitors of cystic fibrosis induced NF-kB | inhibition, % at 5 µM | KKLEB NF-kB-GFP reporter, PAF-induced, GFP fluorescence overnight | AID 588850 | 360,000 compounds, 0.86% hits;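 active = at least 50% inhibition at 5 µM, scaled per plate between neutral and stimulator controls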;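 note: PAF is a Pseudomonas aeruginosa culture filtrate used as stimulus; plate controls were PAF-stimulated DMSO wells for no effect and unstimulated DMSO wells for full effect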
NCOA3 inh: inhibits human SRC3 coactivator. Q9Y6Q9. HEK293 GAL4-SRC3 luciferase reporter, luminescence. inhibition, % at 3.6 µM. 360,000 compounds, 0.17% hits;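 active = inhibition above a per-campaign cutoff, the mean of all compounds plus 3 SD, cut at about 60% in these data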;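 note: 0% = DMSO-treated cells and 100% = gossypol-treated cells at 36 µM; higher means less SRC3-driven luciferase light from the GAL4 reporter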
TWEAK-Fn14 inh: TWEAK-Fn14 signaling inhibition | TWEAK-stimulated Fn14 reporter cells, luciferase luminescence, 8 h | inhibition, % at 10 µM | 360,000 compounds, 2% hits | AID 1159606; in the data active = inhibition above about 50%
* hit, by the source's call; · = no result given.

#1 Cc1ccc(C(=O)O)cc1NC(=S)NC(=O)C(c1ccccc1)c1ccccc1
#2 CCCCn1c(N)c(N(Cc2ccccc2OC)C(=O)CN2C(=O)NC3(CCCC3)C2=O)c(=O)[nH]c1=O
#3 O=C(CNC(=O)c1ccccc1Cl)Nc1ccc(F)cc1
#4 N#Cc1nc(-c2ccc(OCc3ccccc3)cc2)oc1N1CCC(C(N)=O)CC1
#5 O=C(COc1ccccc1)NNC(=O)c1cc2ccccc2oc1=O
#6 COc1ccccc1NC(=O)CSc1nccn1Cc1ccc(F)cc1
#7 Cc1ccc(S(=O)(=O)NCCCCCC(=O)NCCc2ccccc2)cc1
#8 O=C(OCc1cn([C@@H]2CN(C(=O)C3CCCCC3)[C@@H](c3ccc(Cl)cc3)C[C@H]2O)nn1)c1ccccc1
#9 O=C1NC(=O)c2c(Br)c(Br)c(Br)c(Br)c21
#10 Cc1ccccc1-c1nc(CS(=O)CC(=O)NCc2ccccn2)c(C)o1 (stereo unspecified)

assay / entry	1	2	3	4	5	6	7	8	9	10
SRC1 inh	3	4	-17	5	-19	-20	4	-24	10	18
SRC2 inh	-13	9	-30	6	-11	9	-20	-2	7	12
LMP1 NFkB inh	7	-1	-3	-2	2	-6	-24	1	-11	-6
NR5A2 inv ag	1	-25	-23	17	-2	-10	7	-1	19	3
NR2F2 inh	-10	-3	8	-6	-9	4	25	6	1	1
KKLEB tox	10	3	4	-8	4	8	17	-12	5	6
TROY NFkB inh	-11	-17	-25	-18	-33	1	6	1	12	-5
C8 TRAIL sens	2	-2	-12	12	-8	-4	12	11	-1	-7
CF NFkB block	-7	11	-4	0	-6	3	-2	10	-10	-13
NCOA3 inh	0	-5	-15	-15	-19	9	-1	-10	8	4
TWEAK-Fn14 inh	11	3	-9	-5	-16	2	-7	-10	8	0

Reformatted with values under each structure: entries from further up.
Values in the order: SRC1 inh	SRC2 inh	LMP1 NFkB inh	NR5A2 inv ag	NR2F2 inh	KKLEB tox	TROY NFkB inh	C8 TRAIL sens	CF NFkB block	NCOA3 inh	TWEAK-Fn14 inh
(1) Cc1ccc(C(=O)O)cc1NC(=S)NC(=O)C(c1ccccc1)c1ccccc1
  3	-13	7	1	-10	10	-11	2	-7	0	11
(2) CCCCn1c(N)c(N(Cc2ccccc2OC)C(=O)CN2C(=O)NC3(CCCC3)C2=O)c(=O)[nH]c1=O
  4	9	-1	-25	-3	3	-17	-2	11	-5	3
(3) O=C(CNC(=O)c1ccccc1Cl)Nc1ccc(F)cc1
  -17	-30	-3	-23	8	4	-25	-12	-4	-15	-9
(4) N#Cc1nc(-c2ccc(OCc3ccccc3)cc2)oc1N1CCC(C(N)=O)CC1
  5	6	-2	17	-6	-8	-18	12	0	-15	-5
(5) O=C(COc1ccccc1)NNC(=O)c1cc2ccccc2oc1=O
  -19	-11	2	-2	-9	4	-33	-8	-6	-19	-16
(6) COc1ccccc1NC(=O)CSc1nccn1Cc1ccc(F)cc1
  -20	9	-6	-10	4	8	1	-4	3	9	2
(7) Cc1ccc(S(=O)(=O)NCCCCCC(=O)NCCc2ccccc2)cc1
  4	-20	-24	7	25	17	6	12	-2	-1	-7
(8) O=C(OCc1cn([C@@H]2CN(C(=O)C3CCCCC3)[C@@H](c3ccc(Cl)cc3)C[C@H]2O)nn1)c1ccccc1
  -24	-2	1	-1	6	-12	1	11	10	-10	-10
(9) O=C1NC(=O)c2c(Br)c(Br)c(Br)c(Br)c21
  10	7	-11	19	1	5	12	-1	-10	8	8

Next part.
#11 C/C(N)=C(/C#N)C(=O)COC(=O)c1cc2c(s1)CCC(C)C2 (stereo unspecified)
#12 Cc1ccc(C)c(N2CCN(C(=O)c3ccc(CS(=O)Cc4ccc(Cl)cc4)o3)CC2)c1 (stereo unspecified)
#13 CN1CCC(N(C)S(=O)(=O)c2ccc(Cl)cc2)CC1
#14 CC(C)C(=O)N[C@H]1CCC2C3CC=C4C[C@@H](O)CC[C@]4(C)C3CC[C@@]21C (stereo partly specified)
#15 COc1cc2ccccc2cc1C(=O)Nc1ccccc1N1CCCC1
#16 O=C(CC1NCCc2ccccc21)Nc1ccc(Oc2ccccc2)cc1 (stereo unspecified)
#17 COc1ccc(/C=N/NC(=O)CNC(=O)c2ccc(S(=O)(=O)N3CCOCC3)cc2)cc1OC
#18 CC(=O)N1CCN(S(=O)(=O)c2cccc(C(=O)NNC(=O)COc3ccc(F)cc3)c2)CC1
#19 CCOc1ccc(S(=O)(=O)Oc2ccc3ccccc3c2)cc1
#20 CC(=O)O[C@H]1C[C@@]2(C)[C@@H](C[C@@H](O)[C@H]3[C@@]4(C)CC[C@@H](O)[C@@H](C)C4CC[C@@]32C)/C1=C(\CCC=C(C)C)C(=O)O (stereo partly specified)

assay / entry	11	12	13	14	15	16	17	18	19	20
SRC1 inh	0	-2	11	-12	-61	-10	16	-1	-35	-16
SRC2 inh	-13	29	-11	-4	-19	9	-1	-12	-32	14
LMP1 NFkB inh	2	10	4	-2	-5	4	2	0	-8	-4
NR5A2 inv ag	18	-3	-4	1	22	13	0	7	-16	2
NR2F2 inh	-1	6	-8	4	6	17	-18	-4	4	20
KKLEB tox	1	-8	-3	3	-7	5	4	-24	-7	20
TROY NFkB inh	-58	27	16	4	-24	-4	5	-3	-18	6
C8 TRAIL sens	10	8	2	-7	3	-5	4	4	-13	-13
CF NFkB block	-6	4	18	8	0	6	3	6	29	-3
NCOA3 inh	19	3	-3	-3	10	20	15	-8	12	0
TWEAK-Fn14 inh	-7	17	13	-2	3	-15	-8	22	-8	-13

#21 Cc1cccc(OCC(=O)NNC(=O)CCCCC(=O)NNC(=O)COc2cccc(C)c2)c1
#22 O=C(CSc1nnc(NCc2ccccc2)s1)c1ccco1
#23 CCN(CC)CCCNC(=O)CCC(=O)NNc1nc2ccccc2c2nc(C)nn12
#24 C=C(c1ccccc1)c1ccccc1N
#25 O=C(CSc1nc2ncc(Cl)cc2[nH]1)c1c[nH]c2ccccc12
#26 Nc1ccc(-c2sc(N)nc2-c2ccccc2)cc1
#27 CN(CC(=O)Nc1c(Cl)cccc1Cl)CC(=O)N(C)C1(C#N)CCCCC1
#28 Cc1cnc(C(=O)OCC(=O)N2CCc3ccccc3C2)cn1
#29 Cc1nc(SCc2ccccc2)[nH]c(=O)c1CC(=O)OCC(C)C
#30 Cc1cc2nc(C3CCCCC3)c(Cc3ccsc3)n2c(C)c1Br

assay / entry	21	22	23	24	25	26	27	28	29	30
SRC1 inh	-4	-3	7	-30	-9	-4	8	6	-61	·
SRC2 inh	-24	-20	2	-9	11	-29	-28	6	0	-27
LMP1 NFkB inh	-12	-2	3	-8	-9	3	-13	-3	9	·
NR5A2 inv ag	-7	-22	-6	8	13	13	4	1	3	44
NR2F2 inh	-5	-25	27	-6	-4	-14	12	5	0	-3
KKLEB tox	11	5	-6	-10	-19	2	4	-4	14	·
TROY NFkB inh	9	-5	-26	-9	-26	-33	1	14	-8	-8
C8 TRAIL sens	1	-13	-7	-18	9	4	-11	3	-2	25
CF NFkB block	-27	-3	8	16	32	-21	-1	-2	-5	·
NCOA3 inh	0	-11	5	3	6	5	-8	9	-7	·
TWEAK-Fn14 inh	-13	-29	13	-10	-7	-5	7	7	23	12

#31 CC(=O)c1ccc(NC(=O)c2ccc(N3C(=O)c4cccnc4C3=O)cc2)cc1
#32 c1ccc(NCC2OCc3ccccc3CO2)cc1
#33 Cc1cc(=O)[nH]c(N2CCCC2)n1
#34 Cc1ccc(NC(=O)COc2coc(CN3CCc4ccccc4C3)cc2=O)c(C)c1
#35 CC1CCCC(C)N1C(=S)SCC(=O)O (stereo unspecified)
#36 COc1ccc(/C=C/C(=O)NC(=S)Nc2ccc(S(N)(=O)=O)cc2)cc1OC
#37 S=c1[nH]nc(COc2ccccc2)n1/N=C/c1cccnc1
#38 CS(=O)(=O)N(CC(=O)NCCSC1CCCCC1)c1ccccc1
#39 O=C1C=C(c2ccc3cc[nH]c3c2)C[C@@H](c2ccc3c(c2)OCO3)C1
#40 CN(c1ccc(C(=O)Nc2cccnc2)cc1)S(C)(=O)=O

assay / entry	31	32	33	34	35	36	37	38	39	40
SRC1 inh	-27	-19	-22	2	-17	3	0	-12	-13	-5
SRC2 inh	-11	-44	6	-10	-26	14	17	9	·	-15
LMP1 NFkB inh	1	0	2	3	3	-6	-16	2	5	1
NR5A2 inv ag	-48	-52	3	19	-22	23	6	14	13	-13
NR2F2 inh	-31	-1	3	9	23	12	8	6	·	9
KKLEB tox	4	0	3	3	11	5	2	-7	-10	-4
TROY NFkB inh	-49	-28	25	10	7	13	12	3	-10	5
C8 TRAIL sens	3	-1	1	-6	4	-3	11	-1	-2	1
CF NFkB block	7	17	10	10	-20	-9	-9	-3	22	3
NCOA3 inh	-18	-13	-1	12	-7	-4	16	3	9	-15
TWEAK-Fn14 inh	-16	1	12	2	2	-14	-2	-6	0	7

#41 CCOc1cc(/C=C2\SC(=N)N(c3nonc3N)C2=O)ccc1OCCN1CCOCC1
#42 COC(=O)C1=C(C)N(Cc2ccccc2)C(=O)N[C@H]1c1ccc(Br)cc1
#43 Cc1ccc2[nH]c(C(=O)O)c(-c3ccccc3)c2c1
#44 Cc1ccc(C)c(/C=C2\N=C(c3ccccc3F)OC2=O)c1
#45 CCOc1ccc2nc(SCC(=O)NC(=O)NCc3ccco3)sc2c1
#46 CC1CC(C)CN(C(=O)c2cc3ccccc3o2)C1 (stereo unspecified)
#47 C/C(=N/NC(=O)CNC(=O)c1cccs1)c1ccco1
#48 C=CCN(C(=O)Nc1ccc2oc(C)nc2c1)c1ccccc1
#49 COc1ccc(C2c3cc(OC)c(OC)cc3CC3C(=O)OCC32)cc1OC (stereo unspecified)
#50 CCOC(=O)C1=C(COC(=O)CCC(=O)c2ccc(C)cc2)NC(=O)NC1C (stereo unspecified)
#51 OC1(CNCc2cn[nH]c2-c2cc3ccccc3o2)CCCCC1
#52 Cc1ccc(C)c(NC(=O)CSc2nnc(CNC(=O)c3ccco3)n2C)c1
#53 Cc1ccc(CN2CC(C(=O)N3CCN(S(=O)(=O)c4c(F)cccc4F)CC3)CC2=O)cc1 (stereo unspecified)

assay / entry	41	42	43	44	45	46	47	48	49	50	51	52	53
SRC1 inh	-14	-3	-1	-7	16	0	-6	2	-19	1	0	2	12
SRC2 inh	-28	-11	-17	-20	-26	-11	1	-11	-3	10	-5	-2	0
LMP1 NFkB inh	11	-3	-4	-12	-8	-16	-3	1	-1	-4	-1	-5	3
NR5A2 inv ag	-2	-1	16	4	-11	-29	1	18	-5	10	-1	13	-22
NR2F2 inh	-2	19	12	19	11	-31	-11	-16	-5	13	-8	1	7
KKLEB tox	-5	-4	12	-4	0	10	11	-1	3	6	6	-1	8
TROY NFkB inh	-26	-6	-4	17	-17	-47	-12	2	-5	6	-8	9	-8
C8 TRAIL sens	0	17	-10	-18	-13	10	-5	-2	8	-2	-11	-26	1
CF NFkB block	-16	0	-8	-14	8	2	6	1	-1	-4	1	-10	-23
NCOA3 inh	0	4	5	4	-8	-9	7	-1	19	12	20	11	1
TWEAK-Fn14 inh	-20	-9	2	13	11	-23	-2	7	-38	5	-1	3	2

High-throughput results (PubChem BioAssay)
